Compound activity from PubChem.
NOD2-RIPK2 inh – inhibitors of human NOD2-RIPK2 interaction; O43353; hit rate 0.38% among 360,000; CHO BLA complementation NOD2-RIPK2, CCF4 ratio; AID 624267; inhibition, % at 4.98 µM; in the data active means inhibition above about 21%;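 further: 0% = vehicle only and 100% = reference blocker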
MC4R ag barr – human MC4R agonism via beta-arrestin. hit rate 0.98% among 360,000. U2OS MC4R beta-arrestin complementation, luminescence; percent of melanotan II response, DMSO zero. AID 540308. activation, % at 8.9 µM;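 active means activation above a per-plate cutoff, the mean activation of sample wells on that plate plus 3 SD, cut at about 8% in these data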
m5-HT2A agonist – agonists of mouse serotonin 5-HT2A receptor (HTR2A). CHO-K1 mHTR2A beta-arrestin complementation, luminescence; percent of 30 µM serotonin response. AID 624169. P35363. activation, % at 7.6 µM. hit rate 0.66% among 360,000;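 active means activation above a run cutoff, the mean activation of all tested compounds plus 3 SD, cut at about 14% in these data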;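 further: 0% = plate median of compound wells and 100% = 30 µM serotonin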
ABCB6 inh 2 – blocks the human ABCB6 transporter. Q9NP58. K562-ABCB6 porphyrin accumulation, flow cytometry, 1 h; stronger effect = lower value. fluorescence ratio to DMSO, % at 10 µM. hit rate 0.19% among 360,000;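 active means fluorescence ratio to DMSO below 75%, the collection mean minus 3 SD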;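 further: signal is porphyrin accumulated inside mitochondria; 100% equals median channel fluorescence of DMSO control wells; lower ratio means ABCB6 inhibition with less porphyrin fluorescence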
N-glyco inh – N-linked glycosylation inhibition; D54 ERlucT glycosylation luciferase reporter, 24 h; percent of 100 nM tunicamycin response; reporter increase, % at 12.5 µM; hit rate 0.23% among 360,000; AID 588692;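 active means mean luciferase reporter signal, scaled so untreated is 0 and the glycosylation-blocking control 100, at or above a set limit in every replicate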;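 further: luciferase carries N-glycosylation sites so blocking glycosylation raises the light; 0% = median of neutral control wells and 100% = median of 100 nM tunicamycin wells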
H9c2 protect – modulators protecting cardiomyocytes from myocardial damage. protection from H2O2 cell death, % at 20 µM. H9c2 cardiomyocytes, H2O2 injury protection, ATPLite, 2 h. hit rate 0.63% among 360,000;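 active means compounds giving at least 50% protection of heart cells from peroxide-induced death in the single-dose screen, raw or plate-pattern-corrected value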;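 further: 0% = DMSO wells with peroxide and 100% = DMSO wells without peroxide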
MC4R antagonist – antagonists of human melanocortin 4 receptor (MC4R); hit rate 0.48% among 360,000; inhibition, % at 6.5 µM; P32245; MC4R-expressing cells, MTII-stimulated cAMP, LANCE TR-FRET; AID 540295;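 active means inhibition above its plate's cutoff, the mean of tested wells on that plate plus 3 SD, cut at about 29% in these data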;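 further: 0% = Melanotan II alone and 100% = Melanotan II plus saturating MCL0020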
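Material – human MC4R-expressing U2OS cells · Repeats – no replicates · Detection – TR-FRET with Eu-cAMP and labeled anti-cAMP, 671 nm · Times – compound 30 min, challenge 1 h, detection 1 h · Compound – single nominal compound dose of 6.5 µM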
TLR9-MyD88 inh – blocks human TLR9 binding to MyD88. Q9NR96+Q99836. CHO BLA complementation TLR9-MyD88, CCF4 FRET ratio. inhibition, % at 4.98 µM. hit rate 0.21% among 340,000;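 active means inhibition above the mean over all tested compounds plus 3 SD, cut at about 21% in these data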;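 further: 0% = DMSO only wells and 100% = clavulanate BLA inhibitor control wells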
ABHD5 PLIN5 PPI – blocks binding of human ABHD5 to perilipin-5; Q00G26+Q8WTS1; Split G. princeps luciferase complementation, luminescence, 4 h; inhibition, % at 4 µM; hit rate 0.78% among 360,000;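 active means inhibition above the mean inhibition across every tested compound plus 3 SD, cut at about 22% in these data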;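 further: 0% = DMSO only wells and the 100% control is not disclosed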
Target sequence (Q00G26 whole entry, looked up): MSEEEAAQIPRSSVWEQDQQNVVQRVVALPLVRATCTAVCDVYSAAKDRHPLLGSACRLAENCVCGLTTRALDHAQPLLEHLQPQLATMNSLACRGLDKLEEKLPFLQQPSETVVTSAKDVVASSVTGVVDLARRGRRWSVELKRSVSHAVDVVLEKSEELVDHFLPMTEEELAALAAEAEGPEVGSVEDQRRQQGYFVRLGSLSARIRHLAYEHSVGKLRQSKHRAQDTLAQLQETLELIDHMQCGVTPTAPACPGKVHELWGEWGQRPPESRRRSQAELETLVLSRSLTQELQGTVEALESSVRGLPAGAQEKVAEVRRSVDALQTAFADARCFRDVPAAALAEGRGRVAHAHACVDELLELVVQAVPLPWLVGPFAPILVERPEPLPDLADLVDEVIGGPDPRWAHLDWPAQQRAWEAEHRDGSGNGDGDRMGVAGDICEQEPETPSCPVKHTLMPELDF
Target sequence (Q8WTS1 whole entry, looked up): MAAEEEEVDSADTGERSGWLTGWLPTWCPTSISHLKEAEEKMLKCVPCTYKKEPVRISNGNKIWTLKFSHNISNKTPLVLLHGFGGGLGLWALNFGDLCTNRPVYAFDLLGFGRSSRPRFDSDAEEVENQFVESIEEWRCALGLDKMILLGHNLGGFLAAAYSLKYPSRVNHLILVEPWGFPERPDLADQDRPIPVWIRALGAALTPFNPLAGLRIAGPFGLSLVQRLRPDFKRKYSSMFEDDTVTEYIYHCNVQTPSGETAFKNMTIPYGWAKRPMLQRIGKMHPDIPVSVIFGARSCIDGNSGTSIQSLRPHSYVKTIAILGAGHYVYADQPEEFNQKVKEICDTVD
NCOA2 inhibitor – human SRC2 (NCOA2) inhibition. hit rate 0.17% among 370,000. inhibition, % at 9 µM. AID 651957. HEK293 GAL4-SRC2 luciferase reporter, luminescence;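 active means inhibition above the mean inhibition of all tested compounds plus 3 SD, set per campaign, cut at about 52% in these data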;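 further: 0% = DMSO treated cells and 100% = cells given Gossypol at 36 µM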
Active calls of the source: *; / = not tested or not shown. An excerpt. The share of hits here may be higher or lower than overall.

Second line of a record – NOD2-RIPK2 inh, MC4R ag barr, m5-HT2A agonist, ABCB6 inh 2, N-glyco inh, H9c2 protect, MC4R antagonist, TLR9-MyD88 inh, ABHD5 PLIN5 PPI, NCOA2 inhibitor
(1) FC(F)Oc1cccc2cccnc12
  -3, 0.6, 6, 92, 3, 29, -8, -6, 7, 1
(2) Cc1c(Cl)cccc1NC(=S)N1CCN(c2ccccn2)CC1
  -10, 0.7, 5, 109, 3, -7, 7, 2, 3, -12
(3) CC(C)NC(=O)C(Sc1ccccc1)c1ccccc1 (configuration not stated)
  -4, 0.9, -9, 93, 2, 8, 4, 0, 4, -3
(4) O=C1CCc2cc(S(=O)(=O)N3CCC(C(=O)NC4CCCCCCC4)CC3)ccc2N1
  -3, -0.8, -1, 95, -2, 0, 12, 1, 3, -7
(5) Cc1ccc(-c2nn(CC(=O)NCC3CCCO3)c(=O)c3ccccc23)cc1 (configuration not stated)
  -7, -0.9, 1, 99, 2, 1, 7, -16, -3, /
(6) O=C(NC1=NN(c2ccccc2)CC1)Nc1ccccc1F
  0, 3.2, 2, 98, 3, -6, 6, 2, 3, -2
(7) O=C(CCCCn1c(=O)[nH]c2ccccc2c1=O)NCc1ccc2c(c1)OCO2
  -7, 0.7, 7, 99, 0, 5, 14, 6, -4, 4
(8) Cc1ccc(CNC(=O)CN(Cc2ccccc2)S(C)(=O)=O)cc1
  0, -1.1, -8, 89, -2, 4, -2, 2, -2, 12
(9) Cc1cccc(-n2cnc(C(=O)N3CCN(C)CC3)c2)n1
  6, -0.4, -1, 97, 0, 0, 5, -9, 0, 0
(10) O=C(Nc1cccc(C(=O)N2CCN(c3ccccc3)CC2)c1)c1ccco1
  -4, -1.6, 6, 94, 0, 12, 0, -10, 0, 7
(11) Cc1ccc(C(=O)COc2ccccc2-c2ccccc2)cc1C
  -7, -1.8, -1, 92, 0, -2, 2, -7, -8, -13
(12) Cc1ccc(NC(=O)C2CCCN2C(=O)NC2CCCCC2)cc1F (configuration not stated)
  -6, 0.3, -7, 100, 1, 2, 0, -2, 10, 17
(13) Cc1ccc(CNC(=O)Nc2cccc(C)c2)cc1
  6, 0.2, -4, 100, -1, -3, 9, 8, 1, -55
(14) O=C(OCCCN1CCOCC1)c1ccc(O)c(O)c1
  -4, 1.6, 3, 100, -2, 7, -7, -3, 11, -4
(15) CCOc1ccc(C(=O)Nc2nc(C)c(C(=O)OC)s2)cc1
  -2, 8.3*, -4, 95, -7, -7, 11, /, -1, -42
(16) Cc1ccc(O)c(NC(=O)c2cc(C)no2)c1
  0, -0.7, 3, 95, 0, 0, 10, -2, 6, -9
(17) O=C(Nc1ccccc1Cl)c1ccccc1S(=O)(=O)c1ccccc1[N+](=O)[O-]
  -10, -1.7, 1, 96, 1, 10, -2, 10, 15, 4
(18) CS(=O)(=O)c1ccc(C(=O)Nc2ccc(N3CCCCC3)cc2)c(Cl)c1
  1, -0.6, -3, 98, -1, 2, -4, 3, -1, 12
(19) NC(=O)C1(N2CCCCC2)CCN(Cc2ccc(F)cc2)CC1
  -6, -0.5, 4, 103, 2, 0, 12, -7, 0, -23
(20) COc1ccc(N2C(=O)N(Cc3ccc(C)cc3)c3ccccc3S2(=O)=O)cc1
  8, -0.1, -2, 95, -1, -14, 3, 2, 2, -12
(21) CCC(C)c1ccc(NC(=O)COC(=O)C2CCCC2)cc1 (configuration not stated)
  -9, 2.6, -1, 97, 1, -4, -1, 2, -6, -24
(22) CCOC(=O)C1CCN(C(=O)CN(c2cccc(C(F)(F)F)c2)S(C)(=O)=O)CC1
  -10, 1.2, 6, 91, -1, 9, 4, 2, 0, -5
(23) CC(C)(C)c1ccc(OCC(=O)NCC(c2cccs2)N2CCOCC2)cc1 (configuration not stated)
  3, 1.8, -3, 97, -7, -10, 4, 3, -2, 5
(24) Cc1ccc(NC(=O)CSc2nnc(NC(=O)C3CC3)s2)cc1C
  9, -1.3, -3, 99, -3, -3, 0, -4, -18, -18
(25) CCNC(=O)C1CCCN1S(=O)(=O)c1ccc2ccccc2c1 (configuration not stated)
  -6, 1.9, -4, 92, 3, 3, 15, -9, -10, 8
(26) CCOc1cc(NC(=O)C2CCCCC2)c(OCC)cc1NC(=O)c1ccccn1
  0, -3.3, 1, 101, -1, 1, 11, 1, -7, -19
(27) COc1ccccc1NC(=O)Nc1cc(C(C)(C)C)nn1C
  -7, 3.4, 8, 95, 0, 10, 4, 0, 5, -22
(28) O=C(CCNC(=O)c1ccccc1Cl)NCc1ccncc1
  -7, -1.2, 5, 99, -1, 4, -2, 0, -1, -15
(29) CC(=O)c1ccc(N2Cc3ccccc3/C2=N\C(=O)Nc2ccccc2)cc1
  -4, -0.5, -3, 102, 2, -4, 17, -7, 2, -21
(30) CCOc1ccc(NC(=O)CCN2CCN(c3ccccc3OC)CC2)cc1
  2, 0.9, -6, 97, 1, 8, 0, 5, 6, 4
(31) CN(Cc1ccco1)C(=O)Cn1ncc2c([nH]c3ccccc32)c1=O
  -14, -0.6, 2, 100, 1, 6, -8, -1, 1, 13
(32) CCCNC(=O)C1(C)CCN(C(=O)c2cc(F)cc(F)c2)C1 (configuration not stated)
  5, -0.9, 3, 92, 5, 11, 10, /, 1, 12
(33) Cc1cc(C)nc(NS(=O)(=O)c2ccc(NC(=O)c3ccc4c(c3)OCO4)cc2)n1
  -7, -0.4, -7, 93, 0, -2, 2, -1, -5, -9
(34) CCNc1nc(Oc2ccc(C(=O)OC)cc2)nc(N2CCOCC2)n1
  -5, -1.7, -1, 99, 1, -2, 3, -3, -15, -11
(35) Cc1cc(C)cc(C(=O)NCCC(=O)NCc2cc(=O)n(C)c(=O)n2C)c1
  -1, -3.6, 0, 101, 3, -1, 0, 5, -1, -1
(36) CCCN(CCC)C(=O)C1CC(=O)OC12CCCCC2 (configuration not stated)
  1, 0.1, 3, 100, 1, -5, 1, /, 3, 2
(37) CCN(CC(=O)Nc1ccc(NC(C)=O)cc1)C(=O)CN1C(=O)NC2(CCCC2)C1=O
  1, 1.8, 2, 91, 1, -2, 4, 8, 6, -3
(38) CCC1Sc2ccccc2N(CC(=O)NC2CCCC2)C1=O (configuration not stated)
  -1, -2.1, -2, 101, 1, 14, 6, -25, -4, -12
(39) CC(C)OC(=O)c1ccc(N2C(=O)C3CC=CCC3C2=O)cc1 (configuration not stated)
  -6, -2.1, 1, 103, /, 4, -5, -4, -5, -7
(40) CCCC(=O)OC1CC(C)N(C(=O)c2ccccc2)c2ccc(C)cc21 (configuration not stated)
  4, 5.4, -1, 104, -4, -5, 8, -10, -5, 18

41. CCOC(=O)Cn1c(=O)oc2cc(S(=O)(=O)Nc3ccc(N(CC)CC)cc3C)ccc21
42. CCOC(=O)c1c(NC(=O)CN2CCN(C(=O)c3ccco3)CC2)sc(C(N)=O)c1C
43. CC(C)COc1nc2c(c(=O)n(C)c(=O)n2C)n1C
44. O=C(O)c1ccc(/C=N/N2CCN(c3ccccc3)CC2)cc1
45. CC(C)c1ccc(C(=O)Nc2ccc(N3CCOCC3)cc2)cc1
46. CN1CCCC1(C)C(=O)Nc1ccc(-n2cccc2)cc1 (configuration not stated)
screen / no.	41	42	43	44	45	46
NOD2-RIPK2 inh	-7	7	5	9	-2	-4
MC4R ag barr	-1.2	-1.4	-0.8	2.4	-0.4	0.7
m5-HT2A agonist	6	-1	-1	3	4	-3
ABCB6 inh 2	103	92	98	89	98	100
N-glyco inh	-2	1	1	3	-7	0
H9c2 protect	-31	20	2	11	-4	5
MC4R antagonist	21	7	12	1	1	-2
TLR9-MyD88 inh	7	-17	-4	0	-9	/
ABHD5 PLIN5 PPI	-3	1	-3	-5	-4	12
NCOA2 inhibitor	-1	3	-3	-56	-12	-29

Random excerpt: 4 compounds from above.
19. NC(=O)C1(N2CCCCC2)CCN(Cc2ccc(F)cc2)CC1
21. CCC(C)c1ccc(NC(=O)COC(=O)C2CCCC2)cc1 (configuration not stated)
2. Cc1c(Cl)cccc1NC(=S)N1CCN(c2ccccn2)CC1
13. Cc1ccc(CNC(=O)Nc2cccc(C)c2)cc1
screen / no.	19	21	2	13
NOD2-RIPK2 inh	-6	-9	-10	6
MC4R ag barr	-0.5	2.6	0.7	0.2
m5-HT2A agonist	4	-1	5	-4
ABCB6 inh 2	103	97	109	100
N-glyco inh	2	1	3	-1
H9c2 protect	0	-4	-7	-3
MC4R antagonist	12	-1	7	9
TLR9-MyD88 inh	-7	2	2	8
ABHD5 PLIN5 PPI	0	-6	3	1
NCOA2 inhibitor	-23	-24	-12	-55

The results go on:
47. O=C(CCc1nc2ccccc2c(=O)[nH]1)Nc1ccc(F)c([N+](=O)[O-])c1
48. Cc1ccc(-n2c(C)cc(C)c(C#N)c2=O)cc1
49. Cc1ccc(C(=O)N/N=C\c2ccc(OC(=O)c3cccs3)cc2)cn1
50. CCCN(Cc1ccccc1)C(=S)Nc1ccc(F)cc1
51. O=c1[nH]c2cc(Cl)cc(Cl)c2[nH]c1=O
52. CCOC(=O)c1cc(C(C)(C)C)nc(SC)c1C#N
screen / no.	47	48	49	50	51	52
NOD2-RIPK2 inh	6	-1	-18	-6	-2	-1
MC4R ag barr	-1.1	-0.1	0.0	-2.4	-0.1	0.6
m5-HT2A agonist	-2	-2	8	-2	0	1
ABCB6 inh 2	101	85	98	99	107	100
N-glyco inh	2	1	2	-1	1	0
H9c2 protect	50*	3	2	-1	9	-5
MC4R antagonist	-40	6	-9	-3	-3	-5
TLR9-MyD88 inh	-6	-1	-2	1	-3	0
ABHD5 PLIN5 PPI	-2	-3	2	-2	2	-4
NCOA2 inhibitor	-29	-17	-4	9	18	-8
